# Source: PubChem (several laboratories)
# PfM18AAP inh – PfM18AAP inhibitors, malaria aminopeptidase, primary screen, biochemical, QFRET, recombinant enzyme. inhibition, % at 7.35 µM. M18 aspartyl aminopeptidase (Plasmodium falciparum 3D7). H-Glu-NHMec fluorogenic cleavage. 290,000 compounds, 1.2% hits;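 active = inhibition above the campaign mean inhibition over all tested compounds plus 3 SD, cut at about 28% in these data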;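 also: 0% = plate median of test compound wells and 100% = 2 mM ZnCl2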
# NALP1 inh – NALP1 inflammasome inhibitors in reconstituted yeast, colorimetric, S. cerevisiae, triplicate retest; inhibition, % at 10 µM; AID 2071, 2009; 280,000 compounds, 0.61% hits; S. cerevisiae NALP1/ASC/caspase-1 growth, X-gal OD620, 72 h; in the data active = inhibition mostly above about 24%, no sharp cut-off; inactive = mostly below about 32%; also: some compounds called inactive have numbers as strong as hits
# GPR7 antag – GPR7 receptor antagonists, primary screen, cell-based, fluorescence, single concentration; inhibition, % at 4.4 µM; Neuropeptides B/W receptor type 1 (Homo sapiens), P48145; 290,000 compounds, 1.1% hits; GPR7-expressing cells, fluorescence antagonist assay; in the data active = inhibition above about 16%, passing the limit was not always enough;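 also: cells stimulated with the agonist NPW; 0% = agonist with vehicle and 100% = vehicle without agonist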
# MEKK3 PB1 HTS – modulators of MEKK3-MEK5 PB1 binding, primary screen, biochemical, wildtype MEKK3, multiplex bead flow cytometry, Alexa488-MEK5. bead-based flow cytometry, Alexa488-MEK5 binding to MEKK3; actives lie on both sides; 0 = blocked by unlabeled MEK5, 100 = vehicle. binding response (% of control), % at 10 µM. AID 1529, 2009. Mitogen-activated protein kinase kinase kinase 3 (Homo sapiens), Q99759. 290,000 compounds, 1.4% hits;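 active = binding response more than 3 SD above or below the average of its plate-row segment, actives on both sides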;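 also: Alexa488 bead fluorescence after subtracting the streptavidin-only scavenger bead signal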
# Target sequence (Q99759 whole entry, looked up): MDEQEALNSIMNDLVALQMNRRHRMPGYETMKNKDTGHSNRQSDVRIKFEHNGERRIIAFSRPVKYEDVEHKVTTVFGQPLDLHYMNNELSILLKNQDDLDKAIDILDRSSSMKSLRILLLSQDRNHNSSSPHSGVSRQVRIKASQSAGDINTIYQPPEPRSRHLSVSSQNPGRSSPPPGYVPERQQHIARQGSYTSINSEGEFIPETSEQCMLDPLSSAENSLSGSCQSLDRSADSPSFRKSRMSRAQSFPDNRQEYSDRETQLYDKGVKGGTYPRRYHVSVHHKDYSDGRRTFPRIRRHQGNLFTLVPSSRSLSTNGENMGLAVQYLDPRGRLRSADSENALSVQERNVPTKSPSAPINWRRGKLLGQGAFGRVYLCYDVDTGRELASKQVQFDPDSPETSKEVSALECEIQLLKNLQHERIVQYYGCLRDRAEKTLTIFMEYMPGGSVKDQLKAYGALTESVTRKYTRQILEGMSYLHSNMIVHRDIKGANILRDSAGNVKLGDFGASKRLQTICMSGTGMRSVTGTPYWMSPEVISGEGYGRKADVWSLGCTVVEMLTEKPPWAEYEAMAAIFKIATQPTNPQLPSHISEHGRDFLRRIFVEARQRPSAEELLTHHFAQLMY
# MEKK2 WT-MEK5 – modulators of MEK5 binding to wildtype MEKK2, primary screen, biochemical, multiplex bead flow cytometry, Alexa488-MEK5. 290,000 compounds, 1.1% hits. Mitogen-activated protein kinase kinase kinase 2 (Homo sapiens), Q9Y2U5. Alexa488-MEK5 binding to MEKK2 WT; actives lie on both sides. binding response (% of control), % at 10 µM; in the data active = binding response below about 67% or above about 130%
# MEKK2mut PB1 HTS – MEK5 binding signal on mutant MEKK2 PB1, primary screen, biochemical, multiplex bead flow cytometry, Alexa488-MEK5. percent response, % at 10 µM. 290,000 compounds, 0.35% hits. Alexa488-MEK5 binding to MEKK2 mutant; in the data active = percent response above about 24%, passing the limit was not always enough; also: inactives centre near 1; some results filed as inactive read as strong as hits; reference of the scale not given here
# DNA FID counter – compounds displacing fluorescent DNA intercalator, primary screen, artefact control for HCV NS3 helicase inhibitor project, biochemical, FID fluorescence; DNA fluorescent intercalator displacement; inhibition, % at 7.9 µM; 290,000 compounds, 0.17% hits; in the data active = inhibition above about 37%;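 also: 0% = vehicle and 100% = reference compound; higher means more ethidium bromide displaced from hairpin DNA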
# OXTR agonist – human OXTR agonists, primary screen, fluorescence, CHO-OTR cells, Fluo-8 calcium. Fluo-8 calcium fluorescence; normalized: DMSO 0%, oxytocin 100%. activation, % at 3 µM. 320,000 compounds, 0.32% hits. AID 2435, 2010;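 active = activation above the mean of all tested compounds plus 3 SD, cutoff set per screening run, cut at about 20% in these data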;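 also: peak over basal fluorescence ratio from a 100 s FLIPR kinetic read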
# PHOSPHO1 block – PubChem AID 1565; 290,000 compounds, 1.1% hits; inhibition, % at 13.3 µM; Phosphoethanolamine/phosphocholine phosphatase (Homo sapiens), Q8TCT1; recombinant PHOSPHO1, absorbance phosphatase assay; in the data active = inhibition above about 60%
# Target sequence (Q8TCT1 whole entry, looked up): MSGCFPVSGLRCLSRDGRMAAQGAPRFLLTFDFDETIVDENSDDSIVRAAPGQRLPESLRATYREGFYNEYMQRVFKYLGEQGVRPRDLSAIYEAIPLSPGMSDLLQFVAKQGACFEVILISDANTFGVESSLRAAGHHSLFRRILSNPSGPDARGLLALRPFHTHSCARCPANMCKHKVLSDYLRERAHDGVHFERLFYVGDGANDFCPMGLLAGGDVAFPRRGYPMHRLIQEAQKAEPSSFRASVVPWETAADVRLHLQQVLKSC
# Numbers without * were called inactive; nt = not tested or not shown.
SMILES,PfM18AAP inh,NALP1 inh,GPR7 antag,MEKK3 PB1 HTS,MEKK2 WT-MEK5,MEKK2mut PB1 HTS,DNA FID counter,OXTR agonist,PHOSPHO1 block
CCOc1ccccc1C1C(C(N)=O)=C(C)Nc2nc(-c3cccc(C)c3)nn21 (stereo not given),3,nt,-2,114,111,-2,-13,0.2,nt
CCn1c(C)cc2c(c1=O)C(c1ccccc1Br)C(C#N)=C(N)O2 (stereo not given),2,nt,-12,103,98,0,-2,0.3,-6
CC(=O)Nc1ccc(Nc2ccc(N3C(=O)CCCC3=O)cc2[N+](=O)[O-])cc1,4,16,-6,109,104,-1,6,0.7,-21
O=C(CN1CCN(c2ccc(C(F)(F)F)cn2)CC1)Nc1ccc2c(c1)OCO2,1,nt,-12,114,114,12,-8,0.5,32
CCCN1CCN(C(=O)c2nn(-c3ccc(OC)cc3)c(=O)c3c2c2ccccc2n3C)CC1,4,4,-8,102,102,5,-6,-0.4,-3
O=C(C1CCC(=O)N(C2CC2)C1)N1CCN(c2cccc(Cl)c2)CC1 (stereo not given),-6,4,-14,104,108,3,-23,nt,56
CS(=O)(=O)N(Cc1ccccc1)c1ccccc1C(=O)N1CCN(c2ccccc2)CC1,5,2,5,100,102,1,-33,-1.0,12
O=C(c1ccc2c(c1)OCO2)N1CCN(S(=O)(=O)c2ccc(Cl)cc2)CC1,3,3,3,98,96,7,-34,4.4,19
Cc1c(NS(=O)(=O)c2ccc(N)cc2)c(=O)n(-c2ccccc2)n1C,-5,12,-13,104,104,8,-4,0.6,30
O=C1NCCN1C(=O)c1cccc(Cl)c1,4,3,-1,nt,nt,nt,-1,-0.1,18

# The list goes on (2 carried over from the part before).
SMILES,PfM18AAP inh,NALP1 inh,GPR7 antag,MEKK3 PB1 HTS,MEKK2 WT-MEK5,MEKK2mut PB1 HTS,DNA FID counter,OXTR agonist,PHOSPHO1 block
Cc1c(NS(=O)(=O)c2ccc(N)cc2)c(=O)n(-c2ccccc2)n1C,-5,12,-13,104,104,8,-4,0.6,30
O=C1NCCN1C(=O)c1cccc(Cl)c1,4,3,-1,nt,nt,nt,-1,-0.1,18
CCOC(=O)N1CCC(Nc2ccc3nnc(-c4ccccc4)n3n2)CC1,-1,-15,-1,104,107,1,-30,0.9,-4
N#Cc1c(NC(=O)CCCN2C(=O)c3ccccc3C2=O)oc(-c2ccccc2)c1-c1ccccc1,3,6,4,103,99,0,-2,-1.4,17
CCOC(=O)c1c(-c2ccc(C)o2)csc1NC(=O)CN1CCCCC1,-42,-16,-5,103,109,-4,-18,-1.5,29
Cc1noc(C)c1NC(=O)NC(c1ccccc1)c1ccccc1,2,12,-5,105,106,6,-5,0.4,4
Cc1nn(-c2ccccc2)c2sc(C(=O)NC3CCCCC3)cc12,-6,3,-10,102,101,1,-5,-1.6,15
CC(C)(C)c1ccc(/C=N/NC(=O)C(=O)NCCCN2CCOCC2)cc1,-1,37,0,105,101,-2,3,1.3,0
CC(O)c1cccc(NC(=O)Cc2cccc3ccccc23)c1 (stereo not given),-6,0,-7,102,98,-2,-8,0.7,44
CC(=O)C(N=Nc1ccccc1)(Sc1nnc(-c2ccccc2)n1-c1ccccc1)C(C)=O,-1,-2,4,103,91,-4,-28,-2.0,42
O=C(CSCc1c(Cl)cccc1Cl)NCc1cccnc1,-4,5,-12,99,97,-2,-5,0.7,33
CCOC(=O)N1CCC(N(CCN(C)C)C(=S)Nc2ccccc2OCC)CC1,10,-7,-10,111,106,-1,-4,-0.8,16
CCN(c1cccc(C)c1)c1nc2ccsc2c(=O)s1,-11,5,-10,99,96,0,-1,-2.3,11
COc1cccc(N2CCN(C(=O)CCCCCn3c(=S)[nH]c4cc5c(cc4c3=O)OCO5)CC2)c1,5,-6,2,100,100,4,-38,-1.0,40
O=C(CCS(=O)(=O)c1ccccc1)Nc1ccc2c(c1)C(=O)NC2=O,-3,10,-13,100,102,4,4,0.7,24
CCOC(=O)Cn1c(=O)oc2cc(S(=O)(=O)NCCc3ccc(C)cc3)ccc21,3,38,-8,107,113,18,-20,13,-6
COc1ccc(N(C)C(=O)C2CCCN2S(=O)(=O)c2cccc3nsnc23)c(OC)c1 (stereo not given),7,10,-11,98,98,3,-31,0.5,64*
CCOC(=O)C1=C(c2ccccc2)NC(=S)NC1c1cc([N+](=O)[O-])ccc1OC (stereo not given),1,9,9,98,97,2,-6,0.3,-26
Cc1nc(NC(=O)CSc2nnc(Cn3nnc4ccccc43)n2C)sc1C,-2,13,-13,94,100,2,7,0.4,-12
Cc1ccc2[nH]c3c(=O)n(CCCN4CCOCC4)cnc3c2c1,9,20,-11,99,106,2,2,-0.6,-12
CCCCN(C(=O)NC(=O)Nc1ccccc1OC)S(C)(=O)=O,-1,14,-12,100,99,2,-3,1.8,1
CCOC(=O)c1cnc2nc(NCc3ccc(OC)c(OC)c3)[nH]n2c1=O,9,21,-17,101,103,0,-3,-1.4,0
Cc1cc(C(=O)C(=O)N(C)C)c(C)n1-c1ccc(Cl)cc1,-1,-13,-6,100,95,-5,-12,-0.8,36
COC(=O)C1=C(O)/C(=C\c2ccc(CNS(=O)(=O)c3ccccc3)o2)N=C1C,3,15,-8,102,98,0,-16,-0.6,-10
CC(C)COc1cccc(-c2cc(C(=O)Nc3ccon3)c3ccccc3n2)c1,3,20,-22,102,93,-8,-20,-0.6,4
CC(=O)Nc1cccc(NC(=O)Cc2ccc3ccccc3c2)c1,-3,27,-6,104,106,1,-9,13,45
O=C(NC1CCCCC1)C1CCC(=O)N(C2CC2)C1 (stereo not given),1,5,-7,102,109,6,-2,-0.6,4
O=C(Cc1ccccc1)Nc1ccccc1C(=O)N1CCN(c2ccccc2)CC1,-1,-8,1,103,110,10,-19,-0.2,41
CN1C(=O)NC2(O)C(=O)c3ccccc3C12O (stereo not given),9,-69,1,113,104,1,-1,2.2,16
Cc1cccc(NC(=O)C(=O)NCCc2c[nH]c3ccccc23)c1C,-10,6,-5,106,103,-1,-1,3.9,-2
O=C(CN1CCN(C(=O)N2CCCCC2)CC1)Nc1ccc(F)cc1,3,33,-5,101,99,5,-7,0.5,0
COC(=O)[C@H](Cc1ccccc1)NC(=O)O[C@@H]1C(=O)c2cc(OC)ccc2O[C@H]1c1ccc(OC)c(Br)c1,4,23,7,98,97,-4,-22,5.3,-9

# An excerpt from above in order of molar mass, smallest number first.
SMILES,PfM18AAP inh,NALP1 inh,GPR7 antag,MEKK3 PB1 HTS,MEKK2 WT-MEK5,MEKK2mut PB1 HTS,DNA FID counter,OXTR agonist,PHOSPHO1 block
Cc1c(NS(=O)(=O)c2ccc(N)cc2)c(=O)n(-c2ccccc2)n1C,-5,12,-13,104,104,8,-4,0.6,30
CCOC(=O)N1CCC(Nc2ccc3nnc(-c4ccccc4)n3n2)CC1,-1,-15,-1,104,107,1,-30,0.9,-4
CCOC(=O)c1cnc2nc(NCc3ccc(OC)c(OC)c3)[nH]n2c1=O,9,21,-17,101,103,0,-3,-1.4,0
CCOC(=O)c1c(-c2ccc(C)o2)csc1NC(=O)CN1CCCCC1,-42,-16,-5,103,109,-4,-18,-1.5,29
O=C(c1ccc2c(c1)OCO2)N1CCN(S(=O)(=O)c2ccc(Cl)cc2)CC1,3,3,3,98,96,7,-34,4.4,19
Cc1nc(NC(=O)CSc2nnc(Cn3nnc4ccccc43)n2C)sc1C,-2,13,-13,94,100,2,7,0.4,-12
CCOC(=O)Cn1c(=O)oc2cc(S(=O)(=O)NCCc3ccc(C)cc3)ccc21,3,38,-8,107,113,18,-20,13,-6
CS(=O)(=O)N(Cc1ccccc1)c1ccccc1C(=O)N1CCN(c2ccccc2)CC1,5,2,5,100,102,1,-33,-1.0,12
CC(=O)C(N=Nc1ccccc1)(Sc1nnc(-c2ccccc2)n1-c1ccccc1)C(C)=O,-1,-2,4,103,91,-4,-28,-2.0,42
CCCN1CCN(C(=O)c2nn(-c3ccc(OC)cc3)c(=O)c3c2c2ccccc2n3C)CC1,4,4,-8,102,102,5,-6,-0.4,-3
COc1cccc(N2CCN(C(=O)CCCCCn3c(=S)[nH]c4cc5c(cc4c3=O)OCO5)CC2)c1,5,-6,2,100,100,4,-38,-1.0,40

# Next part.
SMILES,PfM18AAP inh,NALP1 inh,GPR7 antag,MEKK3 PB1 HTS,MEKK2 WT-MEK5,MEKK2mut PB1 HTS,DNA FID counter,OXTR agonist,PHOSPHO1 block
O=C(Cn1ccc(C(F)(F)F)n1)N/N=C/c1ccc2c(c1)OCO2,4,27,-12,100,108,9,-4,1.1,-1
COCC(=O)NCCc1ccc(S(N)(=O)=O)cc1,5,-20,-11,102,102,5,5,-0.7,3
CC(=O)N(CCC1(c2ccc(C)cc2)CCOC(C(C)C)C1)Cc1ccco1 (stereo not given),0,nt,0,100,98,-1,-33,-2.0,28
CCC(Cc1ccccc1)NC(=O)CCc1ccccc1 (stereo not given),-14,nt,-2,106,106,1,-14,-2.2,nt
CCOC(=O)c1c(NC(=O)COc2ccccc2C#N)sc2c1CC(C)(C)NC2(C)C,5,19,-23,104,134*,16,25,4.7,14
COCC(=O)N/N=C(\C)CC(=O)Nc1ccccc1C(N)=O,7,-12,2,105,110,4,0,-0.8,18
CCN1C(=O)[C@H]2[C@@H](c3ccc(OC)cc3)N3C(=O)CN(Cc4ccccc4)C(=O)[C@@]3(Cc3ccccc3)[C@H]2C1=O,11,19,17,96,103,-5,-33,-0.5,-7
CC(=O)c1nnn(-c2ccc([N+](=O)[O-])cc2C)c1C,-3,-2,7,91,81,-12,5,0.6,-7
Cc1noc(NS(=O)(=O)c2ccc(NC(=O)C34CC5CC(C3)CC(n3cnc(Cl)n3)(C5)C4)cc2)c1C,-6,6,-8,102,98,-1,-38,-0.7,-4
Cc1cc(C)cc(NC(=O)CN2CCN(c3ncccn3)CC2)c1,-8,22,-5,102,102,3,-17,-0.2,2
O=C(O)C1C2C=CC(O2)C1C(=O)Nc1ccc2c(c1)OCCO2 (stereo not given),-3,2,1,93,98,-1,0,0.1,7
CCOC(=O)c1[nH]c2ccc(OC)cc2c1NC(=O)c1ccccc1C(=O)O,21,4,5,105,101,-1,2,0.3,23
NC1=NC2(CCCCC2)N(c2cccc(Cl)c2)C(N)=N1,0,8,3,101,103,0,4,0.8,-3
CC(=O)N1CCN(S(=O)(=O)c2c(C)n(C)c(=O)n(C)c2=O)CC1,-7,11,-8,105,103,0,1,-0.1,8
COc1ccccc1C(=O)COC(=O)/C=C/c1ccccc1,-1,19,4,101,99,4,-21,-1.8,43
CC(CCN1CCN=C1Nc1ccccc1)c1ccccc1 (stereo not given),-3,10,-2,102,105,11,0,1.4,-24
Cn1nc(-c2ccc(S(N)(=O)=O)s2)cc1C(F)(F)F,-1,-12,-19,107,101,3,3,2.3,15
O=C(Cc1ccc(Cl)cc1)Oc1cccc2cccnc12,-9,78*,-10,99,101,0,-3,0.5,5
Cc1nc2ccccc2c(=O)n1/N=C/c1ccccc1O,-8,-14,2,89,87,-17,1,1.6,20
CCOC(=O)c1ccc(NC(=S)Nc2ccccc2N)cc1,nt,nt,nt,103,104,4,nt,-0.4,nt
